Compound activity: PubChem, NCI
NCI-60 one-dose screen, 48 h, at 10 µM unless noted. Numbers give growth in % (100 = growth as untreated, 0 = no growth, -100 = all killed).
OVCAR-8: OVCAR-8 ovarian cancer; hit rate 4.4% among 81,000
SF-268: SF-268 CNS cancer cells | hit rate 3.1% among 82,000
PC-3: PC-3 prostate cancer cells; hit rate 3.9% among 80,000
SNB-19: SNB-19 CNS cancer cells | hit rate 2.5% among 81,000
SF-295: SF-295 CNS cancer cells; AID 1794758; hit rate 5.6% among 79,000
DU-145: DU-145 prostate cancer | hit rate 4.2% among 81,000
SF-539: SF-539 CNS cancer. hit rate 6.8% among 81,000. AID 1794752
OVCAR-3: OVCAR-3 ovarian cancer | AID 1794787 | hit rate 7% among 79,000
U251: U251 CNS tumor cells | hit rate 5.4% among 80,000 | AID 1794753
The depositor's hits bear a star; · = not tested or not shown; & = joins results of further samples. The calls were made as follows: active = growth percent below 10; inactive = the rest.

Start of the data: the first 6 compounds as a preview:
SMILES	OVCAR-8	SF-268	PC-3	SNB-19	SF-295	DU-145	SF-539	OVCAR-3	U251
Cc1nn(-c2ccccc2)c2ncnc(Nc3ccccc3)c12	109	94	83	100	116	101	96	107	103
O=C(O)CC(C(=O)O)N1C(=O)/C(=C/c2cccnc2)SC1=S (configuration not stated)	104	97	·	105	99	108	99	110	100
CCOC(=O)c1c(C)[nH]c(C(=O)CCC(=O)OC)c1C	103	98	81	106	92	100	100	105	100
CCCCCc1ccc(C)cc1OC(=O)CCl	89	105	88	105	102	109	112	122	101
O=Cc1c[nH]c2nccnc12	117	114	104	108	103	·	104	110	·
CCOC(=O)CCCn1c(=O)c2sc3ncccc3c2n2nnc(-c3ccccc3)c12	89	97	85	87	96	113	93	91	76

Main list, previewed entries included:
SMILES	OVCAR-8	SF-268	PC-3	SNB-19	SF-295	DU-145	SF-539	OVCAR-3	U251
Cc1nn(-c2ccccc2)c2ncnc(Nc3ccccc3)c12	109	94	83	100	116	101	96	107	103
O=C(O)CC(C(=O)O)N1C(=O)/C(=C/c2cccnc2)SC1=S (configuration not stated)	104	97	·	105	99	108	99	110	100
CCOC(=O)c1c(C)[nH]c(C(=O)CCC(=O)OC)c1C	103	98	81	106	92	100	100	105	100
CCCCCc1ccc(C)cc1OC(=O)CCl	89	105	88	105	102	109	112	122	101
O=Cc1c[nH]c2nccnc12	117	114	104	108	103	·	104	110	·
CCOC(=O)CCCn1c(=O)c2sc3ncccc3c2n2nnc(-c3ccccc3)c12	89	97	85	87	96	113	93	91	76
Nc1nc(-c2ccccc2)c2cc[nH]c(=O)c2n1	103	99	105	99	102	112	97	112	101
COc1ccc(C2SCC(=O)N2NC(=O)c2ccc(C)nc2)cc1 (configuration not stated)	·	109	105	107	106	125	124	133	101
CCC(C)CCO (configuration not stated)	116	101	102	102	·	111	102	106	101
CC(C)=CC1C(COC(=O)c2ccccc2)C1(C)C (configuration not stated)	100	103	93	111	104	106	96	106	101
C/C(=C\CSCC(NC(=O)CCC(=O)O)C(=O)O)CCCC(C)CCCC(C)CCCC(C)C (configuration not stated)	100	100	92	83	103	111	98	103	86
CCCCCCCCCCCCOC(=O)c1ccc(O)c(OC)c1	93	80	68	98	101	100	85	104	82
Cc1ccc(NCCN2CCOCC2)c2c(=O)c3ccccc3sc12	85	93	93	92	70	97	86	120	61
O=C(CCCCCCN1CC(=O)N2[C@@H](c3ccc(Cl)c(F)c3)c3[nH]c4ccccc4c3C[C@H]2C1=O)NO	66	106	64	87	79	88	84	84	85
NC(=O)CCCN1CCCC1=O	103	104	108	119	114	113	104	110	107
CCNC(=S)NNC=O	98	110	88	97	89	113	97	117	92
CO[C@H]1CC(c2ccc[nH]2)=N[C@]12O[C@@H](C)C[C@@H]1CCCCCCCc3ccc([nH]3)[C@H]12	15	49	42	55	17	30	20	29	20
CC(=O)Nc1ccc(-n2c(C)nc3c(cnn3-c3ccccc3)c2=O)cc1	80	94	70	84	64	82	81	106	86
CN(C)c1ccc(/C=C/C(=O)c2ccc(Nc3nc(Nc4ccc(F)cc4)nc(Nc4ccc(Cl)cc4)n3)cc2)cc1	49	84	57	93	45	84	82	89	68
COc1cc(-c2ccc(N=Nc3ccc4c(S(=O)(=O)O)cc(S(=O)(=O)O)c(N)c4c3O)c(OC)c2)ccc1N=Nc1ccc2c(S(=O)(=O)O)cc(S(=O)(=O)O)c(N)c2c1O	98	100	100	93	102	108	98	·	99
CCOc1ccc(NC(=O)N(O)C2(C#N)CCCCC2)cc1	102	107	117	102	104	104	112	116	100
Cc1ccc(OC(=O)c2ccccc2C)cc1	101	100	86	103	103	105	98	107	96
COc1ccc(Nc2ncc(Br)c(NCCCNC(=O)C3CCC3)n2)cc1	29	23	39	33	31	39	2.9*	32	20
N#Cc1ccc(-c2csc(Nc3ccc4nc5n(c(=O)c4c3)CCC5)n2)cc1	106	106	110	98	98	109	101	116	96
CC[C@]12C=CCN3CC[C@@]4(c5ccc(OC)cc5N(C)[C@H]4[C@@](O)(C(=O)OC)[C@@H]1OC(=O)CCC(=O)OCc1cn(Cc4ccc(F)cc4)nn1)[C@@H]32	95	95	77	89	92	109	106	103	94

Carrying on:
SMILES	OVCAR-8	SF-268	PC-3	SNB-19	SF-295	DU-145	SF-539	OVCAR-3	U251
COc1cc(NC(=O)CSc2nc3ccc(C)cc3c(=O)n2Cc2ccccc2)cc(OC)c1OC	41	69	74	90	80	81	12	44	58
Cc1nc2sc(C(=O)Nc3cccc4ccccc34)c(N)c2cc1C(=O)/C=C/c1ccccc1	-14*	9.8*	-8.4*	-27*	-31*	-3.2*	-20*	-68*	-67*
O=C(O)CNC(=O)c1nc(-c2ccccc2)n(-c2ccc(Cl)cc2)n1	108	101	96	99	102	108	99	116	103
COc1ccc(/C(=C\c2cc(OC)c(OC)c(OC)c2)C(=O)Nc2nc3ccc(C)cc3s2)cc1	74	83	60	100	·	93	91	74	76
O=[N+]([O-])c1ccc(C=Nc2cccc(C(F)(F)F)c2)cc1	101	108	106	94	97	113	107	114	97
CCCCN(CCCC)CCC(O)c1ccc2ccccc2c1 (configuration not stated)	104	99	83	98	69	102	105	102	93
Fc1ccc(-c2nc(-c3nc4ccc(Cl)cc4[nH]3)cc3c2[nH]c2ccccc23)cc1	20	62	24	70	19	51	77	61	51
Cc1cc(=O)[nH]c2nc3c(=O)n(C)c(=O)n(C)c3n12	110	113	103	109	·	122	106	116	106
O=C(NCc1ccccc1)C(c1ccc(Br)cc1)N(C(=O)CCc1ccccc1)C1CC1 (configuration not stated)	86	82	61	93	88	106	102	97	82
CC(C)(C)CC(C)(C)Nc1c(-c2ccc3c(c2)OCO3)nc2cnccn12	95	84	67	91	86	101	92	92	96
COC(=O)c1nc(N)nc(C(=O)OC)c1C(=O)c1ccncc1	109	107	101	104	101	115	105	118	100
O=Cc1ncc(CO)s1	102	99	96	114	101	102	100	94	96
COc1ccc(/C=C2\C(=O)N=C3N2N=C(C)C(=O)N3c2ccccc2)cc1	100	100	94	96	102	114	94	105	102
OCCNc1nc(Nc2ccc(C3=NN(c4cc(Cl)cc(Cl)c4)C(c4ccc(C(F)(F)F)cc4)C3)cc2)nc(N2CCOCC2)n1 (configuration not stated)	68	74	63	88	71	83	54	86	63
COc1ccc(/C=C2\CN(C)Cc3c2nc(N)c(C#N)c3-c2ccc(OC)c(OC)c2)cc1OC	98	92	95	98	74	97	102	97	87
CCNc1cccc2ccccc12	103	80	75	90	50	109	74	90	76
O=C(Nc1ccccc1)OCCCl	102	109	91	98	104	114	102	107	96
Nc1nc(N)c(N=Nc2c(Br)cc(S(N)(=O)=O)cc2Br)c(N)n1	98	100	95	97	95	109	112	73	·
COc1ccc(-c2cc(-c3ccc(OC)cc3)n(-c3ccc(-c4nc(N)n[nH]4)cc3)n2)cc1	83	106	86	91	94	110	90	116	88
Cc1cc(=O)c(C(=O)N[C@@H](C(=O)N[C@@H]2C(=O)N3C(C(=O)O)=C(CSc4nnnn4C)CSC23)c2ccc(O)cc2)c[nH]1 (some centres not stated)	104	93	99	107	101	109	110	103	103
CN(C(=O)c1ccccc1)c1ccccc1	107	96	102	110	100	107	100	102	102
COc1ccc2c(c1)NC(=O)Cn1c(=O)cc(C)n1-2	113	105	98	108	99	105	95	114	101
O=c1c2ccccc2ccc2ccccc12	102	98	98	100	97	104	108	105	100
c1ccc(N2CCN(c3nc(-c4ccncc4)nc4sc5c(c34)CCCCCC5)CC2)cc1	109	101	94	·	93	105	99	108	100
Fc1ccc(C2=NN(c3ccccc3)C(c3cccc(Nc4ccnc5cc(C(F)(F)F)ccc45)c3)C2)cc1 (configuration not stated)	90	78	76	93	76	94	101	84	89

Single values from the results shown.
Value of c1ccc(N2CCN(c3nc(-c4ccncc4)nc4sc5c(c34)CCCCCC5)CC2)cc1 in SF-295: 93
Value of COc1ccc(-c2cc(-c3ccc(OC)cc3)n(-c3ccc(-c4nc(N)n[nH]4)cc3)n2)cc1 in U251: 88

In a second layout: entries from further up
canonical_smiles | OVCAR-8 | SF-268 | PC-3 | SNB-19 | SF-295 | DU-145 | SF-539 | OVCAR-3 | U251
O=C(O)CNC(=O)c1nc(-c2ccccc2)n(-c2ccc(Cl)cc2)n1 | 108 | 101 | 96 | 99 | 102 | 108 | 99 | 116 | 103
COc1ccc(/C(=C\c2cc(OC)c(OC)c(OC)c2)C(=O)Nc2nc3ccc(C)cc3s2)cc1 | 74 | 83 | 60 | 100 | · | 93 | 91 | 74 | 76
O=[N+]([O-])c1ccc(C=Nc2cccc(C(F)(F)F)c2)cc1 | 101 | 108 | 106 | 94 | 97 | 113 | 107 | 114 | 97

Other compounds follow.
SMILES	OVCAR-8	SF-268	PC-3	SNB-19	SF-295	DU-145	SF-539	OVCAR-3	U251
CC(=O)OC[C@]12CC[C@@H]([C@@H](C)C(=O)O)[C@@H]1[C@H]1CC[C@@H]3[C@@]4(C)CCCNC(C)(C)[C@@H]4CC[C@@]3(C)[C@]1(C)CC2	101	98	89	93	96	101	95	102	92
CNC(=O)c1c(NC(=O)c2ccc(F)cc2)sc2c(CN(C)C)c(O)ccc12	98	89	94	92	94	104	85	110	100
CC(C)(C)OC(=O)N1CCC2(CC1)Oc1ccccc1[C@H]1CC(c3ccc(Br)cc3)=NN12	83	56	67	78	52	93	89	77	83
CN(C)c1ccc(/C=N\NC(=O)c2ccncc2)cc1	102	95	93	112	97	106	101	115	108
COc1cc(-c2nc(-c3ccccc3)[nH]c2-c2ccnc(NCCCNS(=O)(=O)c3ccc(F)cc3)n2)ccc1Cl	82	78	54	91	22	89	92	101	87
CSc1n[nH]c2nc(-c3ccccc3)[nH]c(=O)c12	113	105	105	104	93	108	99	117	109
OCCN1CCN(CC/C=C2\c3ccccc3Sc3ccc(Cl)cc32)CC1	86&79	47&52	39&34	73&58	31&48	65&17	60&32	38&42	29&28
CCCN1C(=O)/C(=C(\C#N)C(=O)Nc2ccc(S(N)(=O)=O)cc2)c2cc(Cl)ccc21	89	94	76	83	71	90	67	91	82
CCOC(=O)CN1C(=O)c2ccccc2C1=O	102	94	97	107	100	113	95	107	104
Cc1ccc(CSC2=C(Cl)CN(c3ccc(Cl)cc3)C2=O)cc1	105	108	107	94	101	108	103	·	101
FC(F)(F)c1nnc2n1N=Cc1ccc(Br)cc1S2	107	102	94	101	100	110	95	113	96
O=C1CSC(=Nc2ccccc2C(=O)O)N1	104	97	105	105	105	113	105	112	105
C=CCN1c2cccc3cccc(c23)N(CC=C)C1c1cn(-c2ccccc2)nc1-c1cccc([N+](=O)[O-])c1	96	90	84	100	109	105	99	79	97
Cc1ccc(-n2nc3c(c(C#N)c2=O)CC(c2ccc([N+](=O)[O-])cc2)C([N+](=O)[O-])=C3O)cc1 (configuration not stated)	106	107	108	97	102	111	104	114	100
C=CC[C@]1(c2ccccc2)C(=O)C(=O)N(Cc2ccc(OC)cc2OC)[C@H]1c1ccc(C(F)(F)F)cc1	69	77	26	86	56	88	102	63	75
CCOC(=O)c1cnc2ccc(OC)cc2c1Nc1cccc(S(N)(=O)=O)c1	101	98	100	102	110	112	102	114	103
CSC1=Nc2c(c(C)c(-c3ccccc3)n2CCCN2CCN(C)CC2)C2=NC(=O)CN12	93	88	·	96	110	101	86	96	101
O=C1C(=Cc2cccc(Br)c2)C(=O)c2ccccc21	93	97	90	99	100	108	94	107	89
CCCCOc1ccc(NC(=O)Nc2nnc(C)s2)cc1	91	109	92	98	87	120	95	120	93

No new results follow: an excerpt of the list.
SMILES	OVCAR-8	SF-268	PC-3	SNB-19	SF-295	DU-145	SF-539	OVCAR-3	U251
Cc1ccc(-n2nc3c(c(C#N)c2=O)CC(c2ccc([N+](=O)[O-])cc2)C([N+](=O)[O-])=C3O)cc1 (configuration not stated)	106	107	108	97	102	111	104	114	100
C=CC[C@]1(c2ccccc2)C(=O)C(=O)N(Cc2ccc(OC)cc2OC)[C@H]1c1ccc(C(F)(F)F)cc1	69	77	26	86	56	88	102	63	75
CCOC(=O)c1cnc2ccc(OC)cc2c1Nc1cccc(S(N)(=O)=O)c1	101	98	100	102	110	112	102	114	103
